# FH mod: Identification of activators of human fumarate hydratase by quantitative high-throughput screening | Fumarate hydratase, mitochondrial (Homo sapiens), P07954 | FH coupled MDH/diaphorase resazurin fluorescence, 15 min | Potency, µM (doses to about 79.9 µM), for inactives: at the highest dose activity change, negative = inhibition, actives largely listed as inhibitors | 54,000 tested, 0.22% active | AID 1347055, 2019; further: potency means the concentration at half of the fitted maximal effect; on the % scale 0 is the no-effect control and ±100 the full control effect; the screen sought activators but most active calls are inhibition curves; nearly all actives have a fitted effect of over 45% in size
# NTMT1 inhibitor: inhibitors of human N-terminal methyltransferase NTMT1; NTMT1 MTase-Glo SAH luminescence, purified enzyme; Potency, µM (top dose mostly 114 µM), for the others: at the highest dose activity change, negative = inhibition, actives largely listed as inhibitors; 59,000 tested, 2.5% active; AID 1645870;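 further: potency means the concentration at half of the fitted maximal effect; plate controls were DMSO vehicle for no effect and no enzyme for full effect; nearly all actives have a fitted effect of over 65% in size; many of its hits are not listed in these tables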
# Target sequence (Q9BV86 whole entry, looked up): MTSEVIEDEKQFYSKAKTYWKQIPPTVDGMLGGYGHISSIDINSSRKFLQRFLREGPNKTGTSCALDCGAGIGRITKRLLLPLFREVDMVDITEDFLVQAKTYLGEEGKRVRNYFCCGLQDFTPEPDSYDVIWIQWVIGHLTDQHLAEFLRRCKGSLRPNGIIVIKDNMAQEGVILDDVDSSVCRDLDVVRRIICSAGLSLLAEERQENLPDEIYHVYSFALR
# p53null 32C tox: selectivity test: cytotoxicity in p53 null cells, permissive temperature; H1299-neo p53 null cells, ATP luminescence, 24 h, 32C; 55,000 tested, 0.62% active; Potency, µM (top dose mostly 46.1 µM), without a hit: top-dose activity change, negative = cytotoxicity, hits mostly cytotoxic; AID 903;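 further: potency means the concentration at half of the fitted maximal effect; 0% = DMSO only and -100% = full killing by 100 µM tamoxifen; nearly all actives have a fitted effect of over 55% in size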
#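 Luminescent ATP readout gave cell viability of p53-null H1299-neo cells after a 24 h compound exposure at the permissive 32C. Titrations ran up to 46 uM, and AC50s were fitted with the standard Hill equation.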
# GALK inh: GALK (human) enzyme inhibition | P51570 | recombinant GALK, Kinase-Glo ATP luminescence, 1 h | Potency, µM (top dose mostly 57.5 µM), inactives show at the top dose activity, negative = inhibition, most hits filed as inhibitors | 44,000 tested, under 10 active;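 further: plate controls were full GALK reaction for no effect and reaction lacking GALK for full effect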
# Target sequence (P51570 whole entry, looked up): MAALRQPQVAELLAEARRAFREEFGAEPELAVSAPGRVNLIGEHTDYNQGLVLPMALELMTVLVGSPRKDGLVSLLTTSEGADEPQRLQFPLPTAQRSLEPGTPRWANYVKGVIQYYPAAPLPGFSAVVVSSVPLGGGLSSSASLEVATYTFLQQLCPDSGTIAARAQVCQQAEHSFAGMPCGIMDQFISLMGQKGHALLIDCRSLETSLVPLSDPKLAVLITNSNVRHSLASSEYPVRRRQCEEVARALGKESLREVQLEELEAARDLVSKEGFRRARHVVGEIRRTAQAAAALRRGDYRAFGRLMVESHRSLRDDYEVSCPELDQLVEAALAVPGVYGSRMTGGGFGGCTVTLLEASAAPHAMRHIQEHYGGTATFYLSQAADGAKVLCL
#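 Human GALK (5 nM) was incubated with 35 uM ATP and 100 uM galactose in 20 mM HEPES pH 8.0 with MgCl2, NaCl, DTT and BSA for 1 h at room temperature. Remaining ATP was measured by Kinase-Glo Plus luminescence.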
# B2AR arrestin ag: ADRB2 beta-arrestin recruitment | HTLA Tango cells, beta-arrestin recruitment, luciferase luminescence, 18 h | Potency, µM (titrated, usually from 46.1 µM), for the others: at the top dose activation, hits mostly activators | 44,000 tested, under 10 active | AID 1347077;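 further: potency means the concentration at half of the fitted maximal effect; 0% = DMSO and full agonism = EC100 isoproterenol or metaproterenol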
#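 Tango cell line, 1% FBS DMEM; cpd titration up to 46 microM; 18 hr, 37 degrees C, 5% CO2. Luciferin/ATP substrate mix added, 15 min RT, luminescence. %Activity, CRC fitting, curve-class categorization.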
# p53null 39C tox: p53 null cell cytotoxicity, nonpermissive temperature. AID 904. Potency, µM (titrated, usually from 46.1 µM), inactives show at the top dose activity, negative = cell killing, most hits filed as cytotoxic. H1299 p53-null (neo) cells, 39C, ATPlite viability, 24 h. 55,000 tested, 0.97% active;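 further: potency means the concentration at half of the fitted maximal effect; 0% = DMSO only and -100% = full killing by 100 µM tamoxifen; nearly all actives have a fitted effect of over 50% in size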
#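 Concentration-response (up to 46 uM) was run for 24 h at the nonpermissive 39C on H1299-p53A138V or H1299-neo cells. ATP content was measured with ATPlite luminescence. AC50 values were Hill-modeled after normalizing between DMSO and 100 uM tamoxifen killing.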
# PTAP-TSG101 blk: TSG101-PTAP interaction inhibition, HIV-1 budding. Fluorescence polarization, FITC-PTAP peptide/Tsg101, 20 min. AID 1347069. Q99816. 44,000 tested, under 10 active. Potency, µM (doses to about 115 µM), without a hit: at the highest dose activity change, negative = inhibition, usual class: inhibitors; further: potency means the concentration at half of the fitted maximal effect; 0% is about no effect
# Target sequence (Q99816 whole entry, looked up): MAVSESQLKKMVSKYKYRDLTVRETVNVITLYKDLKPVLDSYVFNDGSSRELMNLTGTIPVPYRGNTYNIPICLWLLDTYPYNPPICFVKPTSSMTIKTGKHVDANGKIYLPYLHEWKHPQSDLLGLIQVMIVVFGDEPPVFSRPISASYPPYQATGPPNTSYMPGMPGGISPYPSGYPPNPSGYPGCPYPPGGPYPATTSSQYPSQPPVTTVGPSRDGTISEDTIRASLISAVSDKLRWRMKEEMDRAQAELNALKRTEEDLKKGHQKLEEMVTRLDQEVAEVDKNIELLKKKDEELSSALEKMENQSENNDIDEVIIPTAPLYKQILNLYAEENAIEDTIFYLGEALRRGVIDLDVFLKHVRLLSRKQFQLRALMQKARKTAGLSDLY
#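 Fluorescence polarization: Tsg101 binding domain (10 uM final) in 10 mM HEPES pH 7.5, 0.15 M NaCl, 0.01% Tween 20, 3 mM EDTA, 0.1 mM TCEP; compounds pinned; FITC-PTAP peptide 50 nM final; 20 min, r.t.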
# Starred values were filed as active, the others as inactive; ? = inconclusive; . = no result given; [ ] = dose if it differs, or a comment. The call rests on the fitted dose curve; in most records, active means well fitted curve in the direction sought with a large enough effect; inconclusive means small, poorly fitted or top-dose-only effect, or another doubt; inactive means no such curve, though single readings can be large; an effect the other way counts as inactive or inconclusive. A portion of the library; the hit share may differ from the screen's.
(1) CCC1CCc2nc3sc(C(=O)Nc4cccc(F)c4)c(N)c3cc2C1 (configuration not stated)
(2) CCOc1cccc2sc(N3CCN(C(=O)C(C)(C)C)CC3)nc12
(3) CCOC(=O)Cc1ccc(NC(=O)N(Cc2ccc(OC)cc2)C2CCN(C(C)=O)CC2)cc1
(4) CC1CN(C(=O)N2CCC(C(=O)NCc3cccs3)CC2)c2cc(Cl)ccc2O1 (configuration not stated)
(5) CCCCc1ccc(NC(=O)Cn2cnc3c(oc4ccccc43)c2=O)cc1
(6) Cc1ccccc1C(=O)NCc1ccc2c(c1)CCN2C(=O)c1ccccc1

Compound,1,2,3,4,5,6
p53null 32C tox,7%,-18%,-5%,3%,-4%,-12%
PTAP-TSG101 blk,-1%,-7%,-2%,-2%,1%,-4%
B2AR arrestin ag,-2%,-1%,-1%,1%,0%,-2%
FH mod,14%,-15%,10%,6%,-18%,-5%
p53null 39C tox,-4%,-22%,-16%,-6%,-29%,3%
NTMT1 inhibitor,-12%,2%,-19%,-1%,9%,-2%
GALK inh,2%,0%,-7%,2%,3%,2%

(7) COc1cccc(CNC(=O)C2CCCN(S(=O)(=O)c3ccc4c(ccn4C)c3)C2)c1 (configuration not stated)
(8) CCCn1c(=O)c2sccc2n2c(CCCC(=O)Nc3ccc(Oc4ccccc4)cc3)nnc12
(9) COc1cccc(CNC(=O)Cn2nc(-c3ccc(Cl)cc3)ccc2=O)c1
(10) O=c1oc2ccc(Cl)cc2cc1-c1cn2c(n1)sc1ccccc12
(11) O=C(CN(c1cccc(C(F)(F)F)c1)S(=O)(=O)c1ccccc1)Nc1cccc(Cl)c1
(12) O=C(Cn1ncc2ccsc2c1=O)N1CCN(c2ccc(Cl)cc2)CC1

Compound,7,8,9,10,11,12
p53null 32C tox,-8%,-16%,-12%,9%,20%,?
PTAP-TSG101 blk,-1%,5%,2%,-1%,-4%,2%
B2AR arrestin ag,2%,2%,3%,-3%,-1%,1%
FH mod,-36%,-38%,1%,3%,?,-5%
p53null 39C tox,-17%,-29%,20%,-5%,?,7%
NTMT1 inhibitor,11%,5%,-1%,1%,7%,9%
GALK inh,2%,4%,-1%,0%,0%,7%

(13) COc1ccc(CNC(=O)CSc2c3c(nc4ccc(Cl)cc24)CCCC3)cc1
(14) COc1cccc(NC(=O)CSc2c(C)cnc3c2c(=O)n(C)c(=O)n3C)c1
(15) CCC(CC)C(=O)Nc1ccc(C(=O)OCc2cc(=O)n3nc(C4CC4)sc3n2)cc1
(16) Cc1ccc(NC(=O)C2CCCN(S(=O)(=O)c3cn(C(C)C)cn3)C2)c(C)c1 (configuration not stated)
(17) CCCN(Cc1cc2cccc(C)c2[nH]c1=O)C(=O)c1cccc(Cl)c1
(18) CCn1c(SCC(=O)Nc2ccc(C)cc2Br)nnc1-c1nonc1NC(C)=O

Compound,13,14,15,16,17,18
p53null 32C tox,2%,-1%,-21%,-5%,2%,-9%
PTAP-TSG101 blk,-1%,-9%,-8%,-13%,-12%,-12%
B2AR arrestin ag,-2%,1%,1%,-1%,6%,-4%
FH mod,-4%,3%,0%,1%,-1%,5%
p53null 39C tox,2%,5%,-4%,5%,4%,-19%
NTMT1 inhibitor,-6%,-12%,4%,11%,5%,?
GALK inh,2%,1%,-3%,-4%,-11%,-4%

(19) Cc1ccc(NC(=O)C2CCN(c3ncccn3)CC2)cc1F
(20) O=C1CN(C(=O)COc2ccc(Cl)cc2)C(c2ccccc2)c2cc(Br)ccc2N1 (configuration not stated)
(21) COc1cc(NC(=O)CSc2nc3ccccc3nc2Cc2ccccc2OC)cc(OC)c1
(22) O=C(NCC(c1ccco1)S(=O)(=O)c1ccc(Cl)cc1)c1ccccc1F (configuration not stated)
(23) CCC(=O)NCCc1sc2nc(-c3ccc(OC)cc3)nn2c1C
(24) Cc1cccc(C(=O)Nc2cc(-c3nc4cccnc4s3)ccc2C)c1

Compound,19,20,21,22,23,24
p53null 32C tox,-8%,30%,-6%,11%,?,-4%
PTAP-TSG101 blk,-5%,-4%,0%,-5%,-2%,-3%
B2AR arrestin ag,-1%,0%,0%,0%,-1%,1%
FH mod,-1%,-12%,-20%,-7%,-10%,3%
p53null 39C tox,-21%,37%[activator],7%,?,?,-1%
NTMT1 inhibitor,14%,7%,0%,-1%,?,7%
GALK inh,-3%,1%,-1%,0%,2%,-11%

# The closing four records of the section above come first, to join the parts:
(21) COc1cc(NC(=O)CSc2nc3ccccc3nc2Cc2ccccc2OC)cc(OC)c1
(22) O=C(NCC(c1ccco1)S(=O)(=O)c1ccc(Cl)cc1)c1ccccc1F (configuration not stated)
(23) CCC(=O)NCCc1sc2nc(-c3ccc(OC)cc3)nn2c1C
(24) Cc1cccc(C(=O)Nc2cc(-c3nc4cccnc4s3)ccc2C)c1
(25) COc1cccc(Cn2nnc(C(=O)NCc3ccc(Cl)cc3Cl)c2N)c1
(26) COC(=O)c1cccnc1-n1c(=O)c2cccnc2n(CC(=O)Nc2cccc(C)c2)c1=O
(27) CCCn1c(=O)c2sccc2n2c(CCCC(=O)N3CCN(c4ccc(OC)cc4)CC3)nnc12
(28) Cc1nnc(NC(=O)CSc2nc3c([nH]c4ccccc43)c(=O)n2-c2ccccc2)s1
(29) CCOc1ccc(CNC(=O)C2CCN(c3nnc(-n4cccc4CNc4ccc(C)cc4)s3)CC2)cc1OC
(30) O=C(CSc1nccn1-c1ccc(Cl)cc1)Nc1nc2ccccc2s1

Compound,21,22,23,24,25,26,27,28,29,30
p53null 32C tox,-6%,11%,?,-4%,-6%,-1%,-3%,0%,?,-6%
PTAP-TSG101 blk,0%,-5%,-2%,-3%,-1%,-3%,2%,-5%,2%,-4%
B2AR arrestin ag,0%,0%,-1%,1%,0%,1%,0%,0%,1%,1%
FH mod,-20%,-7%,-10%,3%,32%,7%,-8%,6%,0%,3%
p53null 39C tox,7%,?,?,-1%,-19%,-6%,-1%,7%,-32%,20%
NTMT1 inhibitor,0%,-1%,?,7%,-10%,20%,-15%,12%,7%,-16%
GALK inh,-1%,0%,2%,-11%,3%,7%,0%,0%,6%,-1%

(31) O=C(c1cc2ccc3cccnc3c2[nH]1)N1CCN(c2cccc(Cl)c2)CC1
(32) Cc1c(-c2ccccc2)c(=O)oc2ccc(OC(=O)N3CCOCC3)cc12
(33) CCOc1ccccc1C1CC(=O)NC(C)=C1C(=O)OC1CCCCCC1 (configuration not stated)
(34) CC1CCc2c(sc(NC(=O)COc3ccccc3C(C)(C)C)c2C#N)C1 (configuration not stated)
(35) COc1ccc(N2CCN(C(=O)CCc3c(C)nc4c(-c5ccccc5)c(C)nn4c3C)CC2)cc1
(36) Cc1ccc(N(C)C(=O)C2CCN(S(=O)(=O)c3c(C)noc3/C=C/c3c(C)cc(C)cc3C)CC2)cc1

Compound,31,32,33,34,35,36
p53null 32C tox,9%,-13%,3%,8%,0%,12%
PTAP-TSG101 blk,3%,-3%,-12%,2%,-1%,-3%
B2AR arrestin ag,-2%,-1%,0%,1%,-2%,-1%
FH mod,-34%,5%,-19%,-2%,-13%,-29%
p53null 39C tox,3%,14%,-8%,-3%,-17%,27%
NTMT1 inhibitor,-3%,?,0%,?,-22%,-1%
GALK inh,3%,-1%,1%,-17%,7%,-2%

(37) CCc1ccc(CNC(=O)c2c(C)oc3ncn(CC(C)C)c(=O)c23)cc1
(38) COc1cccc(CNC(=O)CN2C(=O)COc3ccc(S(=O)(=O)N4CCOCC4)cc32)c1
(39) Cc1ccc(-n2ncc3c(NC4CCCCCC4)ncnc32)cc1
(40) O=C(CSc1nc2ccccc2n1Cc1ccccc1)NCc1ccccc1
(41) CC1=C(c2ccc(C(C)C)cc2)S(=O)(=O)NC1=NCCCN1CCN(c2ccccc2F)CC1
(42) COc1ccc(Br)cc1CNC(=O)CCc1cn(Cc2ccc(C)cc2)c2ccccc12

Compound,37,38,39,40,41,42
p53null 32C tox,13%,-5%,?,22%,2%,0%
PTAP-TSG101 blk,-2%,0%,0%,-5%,-7%,0%
B2AR arrestin ag,-1%,-1%,0%,1%,-2%,?
FH mod,-20%,-2%,-4%,?,-4%,-8%
p53null 39C tox,5%,-23%,-16%,-8%,13%,-1%
NTMT1 inhibitor,3%,3%,-4%,11%,14%,-3%
GALK inh,2%,3%,-2%,-1%,?,-6%

# 4 of these compounds in a different format.
39. Cc1ccc(-n2ncc3c(NC4CCCCCC4)ncnc32)cc1
  p53null 32C tox: ? | PTAP-TSG101 blk: 0% | B2AR arrestin ag: 0% | FH mod: -4% | p53null 39C tox: -16% | NTMT1 inhibitor: -4% | GALK inh: -2%

40. O=C(CSc1nc2ccccc2n1Cc1ccccc1)NCc1ccccc1
  p53null 32C tox: 22% | PTAP-TSG101 blk: -5% | B2AR arrestin ag: 1% | FH mod: ? | p53null 39C tox: -8% | NTMT1 inhibitor: 11% | GALK inh: -1%

41. CC1=C(c2ccc(C(C)C)cc2)S(=O)(=O)NC1=NCCCN1CCN(c2ccccc2F)CC1
  p53null 32C tox: 2% | PTAP-TSG101 blk: -7% | B2AR arrestin ag: -2% | FH mod: -4% | p53null 39C tox: 13% | NTMT1 inhibitor: 14% | GALK inh: ?

42. COc1ccc(Br)cc1CNC(=O)CCc1cn(Cc2ccc(C)cc2)c2ccccc12
  p53null 32C tox: 0% | PTAP-TSG101 blk: 0% | B2AR arrestin ag: ? | FH mod: -8% | p53null 39C tox: -1% | NTMT1 inhibitor: -3% | GALK inh: -6%

# Next section
(43) Cc1ccc(S(=O)(=O)Cc2nc(-c3ccc(C(=O)NCc4ccccc4F)cc3)oc2C)cc1
(44) Cc1ccc(CNC(=O)C2CCC(CNS(=O)(=O)c3ccc(C)cc3)CC2)cc1 (configuration not stated)
(45) Cc1cc(-n2c(C)nc3ccccc3c2=O)ccc1NC(=O)C(F)(F)F
(46) Cc1nn(Cc2ccccc2)c(C)c1NC(=O)c1cc(C(C)C)on1
(47) Cc1ccc2cccc(NC(=O)c3ccc(-c4cccc(Cl)c4)o3)c2n1

Compound,43,44,45,46,47
p53null 32C tox,6%,4%,-5%,22%,-18%
PTAP-TSG101 blk,1%,1%,1%,-6%,0%
B2AR arrestin ag,1%,-1%,-2%,1%,1%
FH mod,.,-3%,-13%,-30%,1%
p53null 39C tox,17%,14%,11%,1%,9%
NTMT1 inhibitor,.,-2%,14%,10%,2%
GALK inh,1%,3%,-4%,-1%,0%

# Screening results as filed in PubChem.
